Source: PubChem BioAssay
Ba/F3 V617F tox – reduced viability of JAK2V617F-dependent Ba/F3 cells, primary screen, JAK2V617F inhibitor project, cell-based, Ba/F3 EpoR-JAK2V617F, luminescence | ATP luminescence | inhibition, % at 5.6 µM | 1.1% of 220,000 active | AID 1446, 2008;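 active means inhibition above the campaign mean plus 3 SD over all tested compounds, cut at about 24% in these data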;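 further: cytokine-independent growth of Ba/F3 cells driven by EpoR plus mutant JAK2; 0% = DMSO-treated cells and 100% = JAK inhibitor I control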
TRPML3 ag – human TRPML3 channel agonists, primary screen, cell-based, HEK293 TRPML3-YFP, Fluo-8 calcium fluorescence, 3 µM. Mucolipin-3 (Homo sapiens), Q8TDD5. 100% = the carbachol control signal. activation, % at 3 µM. 0.29% of 220,000 active;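 active means activation above its plate's cutoff, the mean activation of the plate's test wells plus 3 SD, cut at about 12% in these data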;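 further: 0% = DMSO only wells and 100% = carbachol wells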
Target sequence (Q8TDD5 whole entry, looked up): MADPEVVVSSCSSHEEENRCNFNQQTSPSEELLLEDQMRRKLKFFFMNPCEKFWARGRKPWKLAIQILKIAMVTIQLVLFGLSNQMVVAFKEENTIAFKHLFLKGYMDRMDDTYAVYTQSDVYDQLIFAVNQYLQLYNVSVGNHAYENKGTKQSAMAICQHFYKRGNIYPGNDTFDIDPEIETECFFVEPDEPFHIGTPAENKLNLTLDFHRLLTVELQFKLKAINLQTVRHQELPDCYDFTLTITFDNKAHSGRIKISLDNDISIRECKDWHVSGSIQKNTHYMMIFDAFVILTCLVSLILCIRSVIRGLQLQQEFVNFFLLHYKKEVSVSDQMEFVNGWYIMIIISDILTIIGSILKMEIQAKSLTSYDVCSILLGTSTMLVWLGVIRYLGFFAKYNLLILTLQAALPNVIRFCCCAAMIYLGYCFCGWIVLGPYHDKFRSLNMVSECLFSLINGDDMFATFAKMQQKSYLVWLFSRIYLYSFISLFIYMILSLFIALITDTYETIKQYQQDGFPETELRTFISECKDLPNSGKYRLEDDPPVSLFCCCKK
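system = HEK293 cells stably carrying human TRPML3-YFP | doses = one concentration, 3 µM nominal, 0.3% DMSO | timing = dye loading 1 h 37 °C then 30 min ambient, 125 s read | detection = Fluo-8 calcium dye fluorescence, ex 470-495, em 515-575 nm | benchmarks = high control carbachol 87 µM, low control DMSO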
S1P4 ag – S1P4 receptor agonists, primary screen, cell-based | S1P4-expressing cell line, agonist reporter assay | activation, % at 4.98 µM | 0.35% of 220,000 active; in the data active means activation above about 11%;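 further: 0% = DMSO vehicle and 100% = reference agonist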
zfTRPN1 agonist – zebrafish TRPN1 channel agonists, primary screen, cell-based, HEK293, calcium fluorescence. HEK293 zebrafish TRPN1-YFP, Fluo-8 calcium fluorescence; 100% = response to 87 µM carbachol. activation, % at 3 µM. 0.18% of 220,000 active. transient receptor potential cation channel N1 (TRPN1/NompC), Danio rerio;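 active means activation above its plate's cutoff, the mean activation of test wells on that plate plus 3 SD, cut at about 19% in these data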;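 further: 0% = DMSO alone and 100% = 87 µM carbachol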
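Material: zebrafish TRPN1-YFP in HEK293 cells. Doses: one dose of 3 µM, 0.3% DMSO. Incubation: dye 1 h 37 °C plus 30 min RT. Measured by: intracellular calcium fluorescence with Fluo-8.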
PERK inhibitor – block of dimerizer-induced PERK translation repression, primary screen, PERK inhibitor project, CHO PERK-DD cells, SEAP luminescence, HTS | Eukaryotic translation initiation factor 2-alpha kinase 3 (Homo sapiens), Q9NZJ5 | CHO PERK-DD fusion, SEAP luminescence translation reporter | inhibition, % at 5.6 µM | 0.17% of 220,000 active | AID 1416, 2008;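 active means inhibition above the mean inhibition of all tested compounds plus 3 SD, set separately per screening campaign, cut at about 2.9% in these data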;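 further: PERK kinase domain activated by AP20187 dimerizer at 100 nM; 0% = DMSO with dimerizer and 100% = rapamycin at 8.4 µM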
m-calpain inh – inhibitors of pig calpain II, primary screen, biochemical, fluorogenic peptide substrate, 1536-well. purified calpain II, 30 min. inhibition, % at 16 µM. 0.37% of 220,000 active;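 active means inhibition above about 50%, limit read from the data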
BaF3 tox – parental Ba/F3 cell viability inhibition, counter-screen for JAK2V617F inhibitor project, murine pro-B, CellTiter-Glo luminescence. CellTiter-Glo ATP luminescence. inhibition, % at 5.6 µM. 1.1% of 220,000 active;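 active means inhibition above a per-campaign cutoff, the mean inhibition of all tested compounds plus 3 SD, cut at about 27% in these data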;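 further: 0% = DMSO wells and 100% = JAK Inhibitor I control wells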
S1P4 antagonist – S1P4 receptor antagonists, primary screen, cell-based. 0.26% of 220,000 active. inhibition, % at 4.98 µM. S1P4-expressing cells, antagonist mode, reporter read-out. Sphingosine 1-phosphate receptor 4 (Homo sapiens), O95977; in the data active means inhibition above about 29%;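 further: 0% = wells stimulated with agonist and 100% = vehicle wells without agonist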
EP2 mod – EP2 receptor modulators, cAMP readout, primary screen, cell-based, HTRF cAMP, PGE2 stimulation; Prostaglandin E2 receptor EP2 subtype (Homo sapiens), P43116; EP2-expressing cells, cAMP HTRF FRET, PGE2 co-stimulation; induction, % at 25 µM; 0.83% of 260,000 active;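 active means compounds whose cAMP rise, as percent of the full-agonist control response, exceeds 60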;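 further: rat C6 glioma line stably carrying human EP2 under a CMV promoter; the protocol text gives 20 µM as final concentration; 100% = response of wells given 1 µM PGE2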
Target sequence (P43116 whole entry, looked up): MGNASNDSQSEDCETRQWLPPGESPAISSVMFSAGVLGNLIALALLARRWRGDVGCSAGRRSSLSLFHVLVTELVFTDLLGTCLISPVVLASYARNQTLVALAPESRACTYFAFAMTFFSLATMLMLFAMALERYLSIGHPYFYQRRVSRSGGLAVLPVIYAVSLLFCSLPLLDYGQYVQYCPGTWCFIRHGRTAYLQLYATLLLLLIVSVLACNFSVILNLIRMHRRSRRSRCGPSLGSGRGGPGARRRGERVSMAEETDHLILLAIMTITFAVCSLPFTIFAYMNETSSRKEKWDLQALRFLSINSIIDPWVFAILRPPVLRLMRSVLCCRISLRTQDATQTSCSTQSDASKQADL
* marks the source's active call; other numbers are inactive results; nt = not tested or not shown; & = joins results of further samples.

SMILES	Ba/F3 V617F tox	TRPML3 ag	S1P4 ag	zfTRPN1 agonist	PERK inhibitor	m-calpain inh	BaF3 tox	S1P4 antagonist	EP2 mod
Cc1ccc(C2c3c(oc4ccccc4c3=O)C(=O)N2c2nncs2)cc1 (stereo not given)	-2	0.7	0.0	2.4	-0.5	-23	-3	-21	5
Cc1cc(N2CCOCC2)nc2ccc(NC(=S)NCc3ccc4c(c3)OCO4)cc12	-2	1.1	0.7	3.2	0.3	-62	4	3	-68
O=C(NCCN1CCOCC1)c1ccc2c(c1)N(Cc1ccccc1)CCS2	-4	-1.0	-0.1	-0.9	-0.3	-476	0	-5	14
CC1=Nc2ccccc2/C1=C/c1sc(=S)n(-c2cccc(C(=O)O)c2)c1O	2	18*	0.1	20*	0.0	32	7	-16	71*
CCSc1nnc(NC(=O)C2Cc3ccccc3CN2S(=O)(=O)CC)s1 (stereo not given)	-4	0.8	-0.2	1.6	-0.6	-71	3	-8	2
CN(Cc1ccno1)C(=O)CC1C(=O)NCCN1CC(c1ccccc1)c1ccccc1 (stereo not given)	0	-0.3	0.6	0.4	1.4	-31	1	-8	7
C=CCn1c(SCc2ccc(Cl)cc2)nc2cc(C(=O)N3CCC(C(N)=O)CC3)ccc2c1=O	2	1.0	2.9	0.2	0.0	-19	4	-21	8
O=C(NCc1ccco1)c1nn2c(C(F)(F)F)cc(-c3cccs3)nc2c1Cl	-4	0.5	-1.1	0.4	-0.3	-86	-3	-21	-5
N=C1SC(CC(=O)Nc2ccc([N+](=O)[O-])cc2)C(=O)N1c1ccccc1 (stereo not given)	-4	0.0	-0.6	-0.6	0.7	-9	-2	8	-21
CC(C)C(=O)NC(=S)Nc1ccccc1F	2	-0.6	1.0	-0.6	0.2	-15	4	-11	30
O=C(Nc1nnc(SCc2c(Cl)cccc2Cl)s1)c1ccc2ncsc2c1	-1	0.8	-0.5	1.1	0.5	-3	3	2	7
COc1ccc(CCN2CC(O)=C(c3nc(C)cs3)C2=N)cc1OC	-4	0.1	0.6	1.4	0.4	-14	0	-16	28
CC(C)CC(C(=O)OCC(=O)Nc1cccc(Cl)c1)N1C(=O)C2CC=CCC2C1=O (stereo not given)	6	-0.1	3.2	0.2	-0.1	34	10	-1	4
COC(=O)CS(=O)(=O)c1nnc([C@H](Cc2ccccc2)NC(=O)OC(C)(C)C)o1	-3	1.4	-2.3	1.5	1.1	-14	1	-1	12
Cc1ccc(CNC(=O)C(=O)NCC2OCCN2C(=O)c2cccs2)cc1 (stereo not given)	1	-0.3	1.1	-1.7	-0.1	1	1	-6	-28
Cc1nn(C)cc1S(=O)(=O)Nc1ccc2c(c1)OCCO2	4	0.5	1.0	1.4	0.9	8	7	-14	19
CCO[C@@H]1OC(C(=O)Nc2ccccc2)=C[C@H](C2CC2)[C@H]1CCCO	1	0.5	2.1	-0.1	0.6	-9	0	-1	-13
N#C/C(=C\Nc1ccccc1O)c1nc2ccccc2o1	0	1.3	1.5	3.1	0.7	32	8	-10	-105
Cc1c(NC(=O)c2ccc3c(c2)OCO3)c(=O)n(-c2ccccc2)n1C	-1	0.6	-0.4	0.8	0.1	14	2	1	-4
CCc1ccccc1NC(=O)NC1CC2CCC(C1)N2Cc1cccs1 (stereo not given)	-3	0.3	1.5	1.2	-0.1	10	4	-19	4

Arranged by value in EP2 mod (low to high): three of the compounds above.
| Molecule | EP2 mod |
| --- | --- |
| CCO[C@@H]1OC(C(=O)Nc2ccccc2)=C[C@H](C2CC2)[C@H]1CCCO | -13 |
| Cc1c(NC(=O)c2ccc3c(c2)OCO3)c(=O)n(-c2ccccc2)n1C | -4 |
| CC(C)CC(C(=O)OCC(=O)Nc1cccc(Cl)c1)N1C(=O)C2CC=CCC2C1=O (stereo not given) | 4 |

(more compounds)
SMILES	Ba/F3 V617F tox	TRPML3 ag	S1P4 ag	zfTRPN1 agonist	PERK inhibitor	m-calpain inh	BaF3 tox	S1P4 antagonist	EP2 mod
CCOC(=O)c1ccc(CN(Cc2ccc(C)cc2)S(=O)(=O)c2cccc([N+](=O)[O-])c2)cc1	-3	0.9	3.6	1.2	-0.1	-8	0	-9	65*
CCC(=Nc1ccc(Cc2ccncc2)cc1)c1c(O)n(C)c(=O)n(C)c1=O	-2	1.4	-0.2	0.8	1.9	-2	-3	-5	0
O=C(CSc1nc(C2CC2)nc2ccccc12)N1c2ccccc2Sc2ccc(C(F)(F)F)cc21	-3	0.1	0.9	-0.5	-0.4	-193	-3	6	49
O=C(CN1CCCCCC1)Nc1cc(C(F)(F)F)ccc1Cl	-2	0.1	-0.7	-0.1	0.5	-8	5	-4	43
COc1ccc(Cc2nnc(NC(=O)c3ccco3)s2)cc1OC	3	0.0	1.6	2.1	-0.6	-28	12	-3	15
CCCCn1c(CCC(=O)O)nc2cc(S(=O)(=O)N(CC)CC)ccc21	-1	0.9	0.1	2.3	0.9	-9	0	0	-14
COc1ccc2cc(C(N)=O)c(=Nc3ccc(C)cc3)oc2c1	3	-0.1	-2.2	0.9	1.2	7	3	-10	15
O=C(Nc1ccc(NC(=O)c2cccs2)cc1)c1cccnc1	0	0.6	-0.2	0.5	0.2	-35	4	-3	-8
CC(C)(C)c1ccc(N2C(=O)Cc3c2nc(N)c(C#N)c3N)cc1	1	0.2	0.4	-1.1	-0.4	-17	12	7	17
Cc1cc(SC2CCOC2=O)nc2ccccc12 (stereo not given)	1	0.9	1.5	-1.4	1.6	-9	7	-3	15

Part of the list above in order of formula weight, descending:
SMILES	Ba/F3 V617F tox	TRPML3 ag	S1P4 ag	zfTRPN1 agonist	PERK inhibitor	m-calpain inh	BaF3 tox	S1P4 antagonist	EP2 mod
CCCCn1c(CCC(=O)O)nc2cc(S(=O)(=O)N(CC)CC)ccc21	-1	0.9	0.1	2.3	0.9	-9	0	0	-14
CCC(=Nc1ccc(Cc2ccncc2)cc1)c1c(O)n(C)c(=O)n(C)c1=O	-2	1.4	-0.2	0.8	1.9	-2	-3	-5	0
CCc1ccccc1NC(=O)NC1CC2CCC(C1)N2Cc1cccs1 (stereo not given)	-3	0.3	1.5	1.2	-0.1	10	4	-19	4
Cc1c(NC(=O)c2ccc3c(c2)OCO3)c(=O)n(-c2ccccc2)n1C	-1	0.6	-0.4	0.8	0.1	14	2	1	-4
O=C(CN1CCCCCC1)Nc1cc(C(F)(F)F)ccc1Cl	-2	0.1	-0.7	-0.1	0.5	-8	5	-4	43
O=C(Nc1ccc(NC(=O)c2cccs2)cc1)c1cccnc1	0	0.6	-0.2	0.5	0.2	-35	4	-3	-8
CC(C)(C)c1ccc(N2C(=O)Cc3c2nc(N)c(C#N)c3N)cc1	1	0.2	0.4	-1.1	-0.4	-17	12	7	17
COc1ccc2cc(C(N)=O)c(=Nc3ccc(C)cc3)oc2c1	3	-0.1	-2.2	0.9	1.2	7	3	-10	15
Cc1cc(SC2CCOC2=O)nc2ccccc12 (stereo not given)	1	0.9	1.5	-1.4	1.6	-9	7	-3	15

Additional results follow.
SMILES	Ba/F3 V617F tox	TRPML3 ag	S1P4 ag	zfTRPN1 agonist	PERK inhibitor	m-calpain inh	BaF3 tox	S1P4 antagonist	EP2 mod
O=C(c1cccs1)N1CCN(C(=O)C2CCCO2)CC1 (stereo not given)	1	0.2	2.5	3.6	0.7	13	5	6	20
COc1cc(/C=N/N=C(\N)c2nonc2N)cc(OC)c1OC	3	-1.5	1.6	0.2	-0.4	11	8	-12	-45
COc1ccc(-n2c(SCC(N)=O)nnc2-c2ccc(NS(=O)(=O)c3ccc(C)cc3)cc2)cc1	-1	0.0	-0.4	-0.5	0.8	-174	4	-13	9
Cc1ccc(C(=O)C(C)OC(=O)c2cc3cc([N+](=O)[O-])ccc3oc2=O)cc1 (stereo not given)	-5	0.4	-1.2	0.8	2.5	13	3	2	-2
Cc1ccn2cc(C(=O)NCc3ccco3)nc2c1	3	0.5	0.9	1.0	0.7	-5	9	1	3&-14
Nc1nnc(-c2ccccc2)s1	0	0.6	0.9	0.5	0.1	14	4	4	-11
COc1ccccc1C(=O)Nc1ccc2c(c1)nc(CN1CCN(C(C)=O)CC1)n2C	3	0.0	-2.0	1.1	-1.2	-21	2	1	10
C=CCN1CCN(C(c2cccc(OC)c2OC)c2nnnn2CCC(C)C)CC1 (stereo not given)	-1	0.7	-0.2	0.4	-0.6	-13	3	5	22
Cn1c(=O)c2c(nc(NCCO)n2C)n(C)c1=O	-5	0.6	-0.5	-0.7	0.3	-12	4	-10	26
CC(=O)c1cccc(NC(=O)C2CCCN(S(=O)(=O)c3cccc4cccnc34)C2)c1 (stereo not given)	-1	-0.1	-2.2	-0.3	-0.5	-6	2	-7	-9
Cc1cc(N2CCN(c3ccccc3)CC2)nc(-c2ccccc2)n1	-4	-0.1	-4.1	-2.8	-1.2	14	3	-21	17
COC(=O)C1C2C=CC(C3CC23)C1C(=O)OCC(=O)c1ccccc1 (stereo not given)	6	0.9	-0.1	-0.3	-0.1	-3	7	9	11
O=[N+]([O-])c1cn(-c2nc(-c3ccco3)cc(C(F)(F)F)n2)cn1	1	0.9	1.4	0.4	1.4	-18	6	-3	-14
O=C(Nc1nc(-c2ccc(Cl)cc2)cs1)NC1CCCCC1	1	0.3	0.9	0.4	0.5	4	3	-7	-6
Cc1ccc(N=Nc2c(C)[nH]n(C(N)=S)c2=O)cc1C	4	0.9	0.6	2.5	0.3	35	10	-10	0
COCCCNC(=O)c1cc(Sc2nnc(C)s2)nc2ccccc12	-4	0.8	-0.8	0.8	-0.8	-19	-4	2	1
COC(=O)Cc1c(C(=O)OC)nnn1-c1cccc(C(F)(F)F)c1	0	-0.1	1.3	-0.1	1.1	-40	4	-7	24
O=C(Nc1cccc2ccccc12)c1nn(C23CC4CC(CC(C4)C2)C3)cc1[N+](=O)[O-]	-2	-0.4	-0.3	-1.9	-0.3	-20	5	7	-1
CC(C)CNC(=O)C(=O)NC1CCCC1	1	0.7	2.0	1.1	1.6	nt	3	-7	nt
COc1ccc(NC(=O)COC(=O)c2ccc(OCc3ccc(Cl)cc3Cl)c(OC)c2)c(OC)c1	0	0.7	1.4	2.0	0.9	23	4	-11	9
COCCn1c(C)cc(C(=O)CSc2nnc(-c3cccnc3)n2-c2ccccc2F)c1C	-1	0.7	-2.7	1.9	0.2	-19	1	-19	3
Cc1ccc(/C=C/C(=O)c2ccc(N3CCOCC3)cc2)s1	-4	1.2	-0.7	1.1	0.2	30	2	-10	-115
CC(=O)Nc1ccc(C(=O)NNC(=O)CCc2ccccc2)cc1	-1	0.1	0.9	-0.2	1.2	5	0	1	39
O=C(Nc1ccccc1)C1CCCN1C(=O)Nc1ccccc1[N+](=O)[O-] (stereo not given)	-4	-0.2	0.6	-0.7	0.0	-28	2	-1	14
Cc1cc(C)n2nc(C(F)(F)F)c(-c3ccccc3)c2n1	0	0.5	0.2	-0.1	0.9	-20	6	-19	40
CCOc1cc2nc(-c3ccc(OC)c(OC)c3)nc(N3CC(C)OC(C)C3)c2cc1OC (stereo not given)	4	0.6	-2.5	0.6	-1.3	-151	6	-2	38
